High-throughput results (PubChem BioAssay)
GalR3 antagonist: antagonists of human GalR3; 360,000 compounds, 0.44% hits; HEK293 GalR3-CNG cAMP membrane potential fluorescence; galR3 body fused to GalR1 C-terminus; inhibition, % at 3 µM; O60755;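 active = inhibition above the screen-wide average plus 3 SD, cut at about 13% in these data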;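 also: forskolin and galanin both at EC90 stimulate the cells; cAMP rise reported by CNG channel membrane potential dye signal; 0% = forskolin plus galanin with DMSO and 100% = forskolin alone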
Target sequence (O60755 1-299 limits assumed): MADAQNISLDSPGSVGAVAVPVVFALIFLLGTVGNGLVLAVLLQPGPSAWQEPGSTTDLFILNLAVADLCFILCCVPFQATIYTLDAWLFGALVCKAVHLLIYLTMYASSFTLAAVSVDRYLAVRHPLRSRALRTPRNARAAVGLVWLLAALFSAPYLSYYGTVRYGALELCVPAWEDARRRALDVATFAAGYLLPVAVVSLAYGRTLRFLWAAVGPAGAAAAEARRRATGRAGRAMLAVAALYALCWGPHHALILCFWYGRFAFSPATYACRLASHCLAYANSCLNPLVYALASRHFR
* = called active by the depositor. Not all compounds are listed; the hit share may differ from the screen's.

GalR3 antagonist	SMILES
-3.1	CC(C)C[C@H]1CNC(=O)C(=O)N1C[C@@H]1CCCN1C[C@H](Cc1ccccc1)N1C[C@H](CC(C)C)N(CC2CCCCCC2)C(=O)C1=O
-2.6	O=C(Nc1ccc2ccccc2c1)C(C1CC1)n1c(=O)c(-c2cc3ccccc3[nH]2)nc2ccccc21 (centres undefined)
0.9	CCCNC(=O)N[C@H]1CC[C@@H](CCn2cc(-c3cccc(F)c3)nn2)O[C@@H]1CO
-5.7	CCNC(=O)c1cc2c(c(-c3cccc(-c4ccccc4F)c3)n1)[C@@H](CCO)N(C(=O)CC)C2
-5.9	Cc1cc(N2CCNC[C@H]2C)ccc1N1CCS(=O)(=O)CC1
-6.5	COc1ccc(NC(=O)C2Cc3c(-c4cccc(C(N)=O)c4)ccnc3O2)cc1 (centres undefined)
-3.2	COc1cc(OC)cc(C2=Cc3ccccc3C(CC(C)=O)N2c2ccc(C#CC3(O)CCCCC3)cc2)c1 (centres undefined)
-6.2	O=S1(=O)N[C@@H](Cc2ccccc2)COc2cc(NCCCN3CCOCC3)ccc21
5.0	Cc1ccc(C(O)c2ncc(-c3ccc(F)cc3)[nH]2)c(C)c1 (centres undefined)
-4.4	CCCCCCCCN1C(=O)N(Cc2ccc(OC)cc2)S(=O)(=O)c2ccc(F)cc21
1.1	CCCc1cc(=O)oc2c3c(cc(OCC(=O)N4CCC(C(=O)O)CC4)c12)OC(C)(C)CC3
-6.7	O=C(NCc1ccccc1)c1cc(C2CCCCN2S(=O)(=O)c2cccc3cccnc23)on1 (centres undefined)
0.9	N#Cc1ccc(C(=O)N2CCCCC2c2cc(C(=O)Nc3ccc4c(c3)OCO4)no2)cc1 (centres undefined)
-7.0	CCC[C@@H]1C=C(C(=O)OCC)[C@H](c2ccccc2)N1S(=O)(=O)c1ccc(C)cc1
-3.2	CC(=O)Nc1ccc(S(=O)(=O)NCc2ccc(C(=O)NCCN(C)Cc3ccccc3)cc2)cc1
-3.1	CC(=O)NCCNc1nc2cc(-c3ccsc3)sc2c(=O)n1C
-6.7	C[C@@H]1ON(C)[C@H]2C[C@H]3c4[nH]c5c(-c6ccccc6F)cccc5c4CCN3C(=O)[C@@H]12
-6.0	O=C(c1cnc(Cc2c[nH]c3ccccc23)c(I)c1)N1CCOCC1
-4.3	C=CCN=C1NC(c2ccc(C(F)(F)F)cc2)C(C(=O)OC)=C(C)N1Cc1ccccc1C(F)(F)F (centres undefined)
-0.6	CCNC(=O)C1(C)CCN(C(=O)c2ccc3ccccc3c2)C1 (centres undefined)
-3.1	CCCCCCCCN1C(=O)[C@H](CC(=O)NCC2CCCCC2)C[C@@]2(C(=O)OCC)CCC=C12
-5.7	COc1cc(C(O)c2nc(-c3cccc(C(F)(F)F)c3)cs2)ccc1F (centres undefined)
-2.8	CC(C)(C)Nc1c(C2CCNCC2)nc2c(OCc3ccccc3)cccn12
-7.0	COc1ccc(C(C)(O)c2nc(-c3cc(F)cc(F)c3)cs2)cc1 (centres undefined)
-2.5	O=C(OCc1ccccc1)N1Cc2ccnnc2CC1c1ccccc1Br (centres undefined)
-4.2	COc1ccc(NC(=O)c2cc(C3CCCCN3C(=O)c3cc(OC)c(C)c(OC)c3)on2)c(C)c1 (centres undefined)
-6.8	Cc1cc(C)c2c(CN3CCN(c4ccccc4F)CC3)cc(=O)oc2c1
-8.8	O=C(Cc1c[nH]c2ccccc12)Nc1ccc(Nc2cccnc2)c(-c2ccc(Oc3ccccc3)cc2)c1
-6.3	CC1(C(=O)NS(=O)(=O)c2cccc(F)c2)CCN1C(=O)c1cccc(F)c1 (centres undefined)
-9.5	CC1(C(=O)Nc2ccc3c(c2)OCCO3)CCN1C(=O)C/C=C/c1ccccc1 (centres undefined)
-3.1	COC(=O)C1=C(C)N(Cc2ccccc2C(F)(F)F)C(=NCc2cc(OC)c(OC)c(OC)c2)NC1c1ccc(Cl)cc1 (centres undefined)
-9.4	CCc1c(-c2cccc(Br)c2)ncn1CCc1ccccc1OC
-4.6	CC1(c2nc3ccccc3[nH]2)c2ccccc2C(=O)N1Cc1ccccc1 (centres undefined)
-6.1	S=c1[nH]nc2ccc3ccccc3n12
-6.3	COc1cc(CNC(=O)c2cc(-c3cc(F)ccc3OC(C)C)n[nH]2)cc(OC)c1
-8.0	CCc1nc2c(OCCOc3ccccc3)cccn2c1N(C)C(=O)c1ccc(C)cc1
-0.9	CCCNC(=O)C[C@@H]1CC[C@H]2NC[C@H](O)COC[C@@H]2O1
-3.7	COc1cccc(CN2CCC2(C)C(=O)Nc2cnc3ccccc3c2)c1F (centres undefined)
-4.8	COc1ccc(Cl)cc1-c1cc(C(=O)Nc2ccc(C)c(NS(C)(=O)=O)c2)[nH]n1
-4.7	COc1cc(F)ccc1-c1cc(C(=O)NCc2cccc(Cl)c2)[nH]n1
4.8	CC(=O)N1C[C@H]2CON(C)[C@H]2C[C@H]1c1ccccc1
-3.3	COc1cccc(CN2CCC(C)(Oc3cccc(Cl)c3)C2)c1OC (centres undefined)
-7.5	CC(C)Oc1cccc(NC(=O)C2(C)CCN2C(C)C)c1 (centres undefined)
-6.8	COc1ccccc1CNc1nc(NCCOc2ccccc2Cl)c2sccc2n1
0.2	Cc1cnc(C)c(Nc2nc(C(N)Cc3ccc(F)cc3)cs2)n1 (centres undefined)
-5.0	CCCc1nc2c3ccccc3ccn2c1Cc1ccccc1
-4.4	O=C(Nc1cccc(Cl)c1)c1csc([C@H]2C[C@H](O)[C@@H](CO)O2)n1
-4.5	COc1cccc(-c2cnc(C(O)c3ccc(C)cc3C)[nH]2)c1 (centres undefined)
-2.9	CC1(C)CC(Cc2ccccc2C(F)(F)F)N(C(=O)OC(C)(C)C)C1 (centres undefined)
-6.6	CCCCNc1c(-c2cccc(OC)c2)nc2nc(C)cc(C)n12

More records:
GalR3 antagonist	SMILES
-4.5	CC(C)(C)S(=O)N1Cc2cc(C(=O)NCCCN3CCOCC3)nc(-c3cccc(-c4cc5ccccc5o4)c3)c2[C@H]1CCO (some centres undefined)
-4.5	OCCN1CCN(c2ncnc3c2ncn3[C@H]2CN(Cc3ccncc3)C[C@@H](CO)O2)CC1
-6.1	COCc1cc(N2CCN(C(=O)OC(C)(C)C)C[C@H]2C)ccc1N1CC[C@H](O)C1
-4.1	CCc1ccc2cc(C)cnc2n1
-7.7	NC(=O)c1ncn([C@@H]2O[C@H](C(=O)N[C@H](Cc3ccccc3)C(=O)O)[C@@H](O)[C@H]2O)n1
-5.3	COc1c(C)cc(C(O)c2ncc(-c3ccccc3)[nH]2)cc1C (centres undefined)
-4.5	O=C(c1ccccc1)N(CCCn1ccnc1)C(c1ccccc1)c1nc2ccccc2[nH]1 (centres undefined)
-5.4	CCCCNC(=O)C1(C)CCC(=O)N1c1cc(C(C)(C)C)nn1C (centres undefined)
-6.8	O=C1Nc2ccccc2C1=NN=Cc1ccco1
-6.5	CC(C)c1ccc(Oc2cccc3c2S(=O)(=O)N([C@H](C)c2ccccc2)C[C@@H](COCc2ccccc2)O3)cc1
-1.9	C=CCN(CC=C)Cc1cc(=O)oc2cc(C)cc(C)c12
6.4	CCCCC1Cc2[nH][nH]c(=O)c2C(c2ccc(F)cc2)O1 (centres undefined)
-8.7	COC(=O)[C@]12CCCCC=C1N(CCC1=CCCCC1)C(=O)[C@H](CC(=O)N1CCSCC1)C2
-0.5	COc1ccccc1-c1cnc(C(O)c2cccc(C)c2C)[nH]1 (centres undefined)
-6.0	CC(C)C1C(=O)N(Cc2cn(CCC3OCCO3)nn2)CCS(=O)(=O)N1Cc1ccc(-c2ccc(F)cc2Cl)cc1 (centres undefined)
-5.2	CCC(c1nnnn1-c1ccc2c(c1)OCCO2)N1CCN(c2cc(C)ccc2C)CC1 (centres undefined)
1.9	CC(C)CNC(=O)c1[nH]c(C(F)(F)F)nc1-c1ccccc1
-6.7	COCCN1C[C@@H](CO)O[C@@H](n2cnc3c(N4CCOCC4)ncnc32)C1
-5.6	COc1ccc(C(=O)N2CCCC(c3cc(C(=O)NCc4cccnc4)no3)C2)cc1 (centres undefined)
-8.1	COC(=O)[C@@]1(Sc2ccc(C)cc2)CC(=O)N[C@@H]1c1ccc(C(F)(F)F)cc1
-6.4	CCCNC(=O)C1(C)CCCN(Cc2c3ccccc3nn2C)C1 (centres undefined)
-8.9	Cc1[nH]c2ccccc2c1C(=O)c1c(N)[nH]c(C(=O)c2ccccc2)c1-c1ccc(Cl)cc1
-0.8	O=C(Nc1ccc2c(c1)OCCO2)C1c2ccccc2OCC(=O)N1Cc1ccccc1 (centres undefined)
-3.5	COc1cc(CNC(=O)c2cc(-c3cc(F)ccc3OCC3CCCO3)n[nH]2)cc(OC)c1 (centres undefined)
-8.3	O=[N+]([O-])c1ccc(CN2CC(N3CCC(c4ccccc4)CC3)CS2(=O)=O)cc1 (centres undefined)

2 entries from above, with bars between the fields.
SMILES | GalR3 antagonist
O=C(c1ccccc1)N(CCCn1ccnc1)C(c1ccccc1)c1nc2ccccc2[nH]1 (centres undefined) | -4.5
CCCCNC(=O)C1(C)CCC(=O)N1c1cc(C(C)(C)C)nn1C (centres undefined) | -5.4

Sorted by the number under GalR3 antagonist (lowest first): some entries from above
GalR3 antagonist	SMILES
-8.7	COC(=O)[C@]12CCCCC=C1N(CCC1=CCCCC1)C(=O)[C@H](CC(=O)N1CCSCC1)C2
-5.6	COc1ccc(C(=O)N2CCCC(c3cc(C(=O)NCc4cccnc4)no3)C2)cc1 (centres undefined)
-5.2	CCC(c1nnnn1-c1ccc2c(c1)OCCO2)N1CCN(c2cc(C)ccc2C)CC1 (centres undefined)

Other entries
GalR3 antagonist	SMILES
1.8	O=C(OCc1ccccc1)N1CCC2CC1c1ccc(/C=C/CCCCl)cc12 (centres undefined)
-5.9	CC(C)(C)NC(=O)C(c1ccncc1)n1c(=O)c(-c2cc3ccccc3[nH]2)nc2ccccc21 (centres undefined)
-5.0	O=c1cc(-c2ccccc2)oc2c1ccc1ccccc12
-0.2	O=[N+]([O-])c1ccc2c(c1)CO[C@@]21O[C@H](CCO)C[C@H](O)[C@H]1O
-7.9	CC1(C(=O)Nc2ccc3c(c2)OCCO3)CCN1Cc1csc2ccccc12 (centres undefined)
-4.3	Nc1sc2c(c1C(=O)NCCc1ccccc1)CCCC2
-5.8	CN1OC[C@@H]2CN(Cc3ccccc3)[C@H](c3ccc(N4CCCCC4)cc3)C[C@@H]21
-2.9	COC(=O)C[C@@H]1C=C[C@@H](NS(=O)(=O)c2cccc(OC)c2)[C@@H](CO)O1
-5.9	CC(C)C[C@H]1CNC(=O)C(=O)N1C[C@@H]1CCCN1C[C@H](Cc1ccccc1)N1C[C@H](Cc2ccccc2)N(CC2CCCCC2)C(=O)C1=O
-7.0	CCCCC(=O)N(C)c1c(C)nc2ccc(C(=O)NCCOc3ccc(OC)cc3)cn12
-9.2	CCCCc1nnn2c1C1c3cc(Br)ccc3CCN1C(=O)C2 (centres undefined)
-7.0	C[C@@H]1CN(C(=O)OC(C)(C)C)CCN1c1ccc(N2CCS(=O)(=O)CC2)c(C#N)c1
-4.8	CN(C)c1ncnc2c1ncn2[C@H]1CN(C2CCCC2)C[C@@H](CO)O1
-0.4	O=C(Nc1ccc(Cl)cc1)OC[C@@H]1CSCCS(=O)(=O)N1
2.0	CCc1noc(C)c1C(=O)Nc1nc2ccc(OC)cc2s1
-4.0	O=C1Nc2ccccc2N(C(=O)c2ccc3ccccc3c2)C1c1nc2ccccc2[nH]1 (centres undefined)
-3.9	CCCCNC(=O)c1nc(C2CCN(S(=O)(=O)c3ccccc3)CC2)oc1-c1cccc(C(F)(F)F)c1
-6.3	Cc1ccccc1S(=O)(=O)N1C[C@H]2[C@H]3C(=O)N(c4ccccc4)C(=O)[C@H]3CC(=O)[C@H]2[C@@H]1c1ccc(Cl)cc1
-7.2	Cc1ccc(C)c(C(O)c2ncc(-c3cccc(C(F)(F)F)c3)[nH]2)c1 (centres undefined)
-5.7	COCCN1C[C@@H](CO)O[C@@H](n2cnc3c(N(C)C)ncnc32)C1
-3.0	Cc1ccccc1S(=O)(=O)N(C)C[C@@H]1OCc2cn(nn2)CCCC(=O)N([C@@H](C)CO)C[C@H]1C
-5.3	CC(C(=O)NC(C)(C)C)n1c(-c2ccc3c(c2)OCO3)nc2ccccc21 (centres undefined)
3.4	CS(=O)(=O)c1cccc(-c2ccc3nncn3c2)c1
-5.6	COC(=O)C[C@H]1CC[C@H](NC(=O)Cc2ccccc2)[C@@H](CO)O1
-7.2	O=C1NC[C@H](CCCCN2C[C@@H](Cc3ccccc3)N(Cc3ccccc3)C(=O)C2=O)N(CCC2CCCCC2)C1=O
-6.4	COC(=O)[C@]12CCCCC=C1N(CCc1ccc(OC)c(OC)c1)C(=O)[C@H](CC(=O)N1CCOCC1)C2
0.5	CC(C)(C)Cc1c(-c2ccc(Cl)cc2)nc2c(Cl)cc(C(F)(F)F)cn12
-6.0	COC(=O)[C@]12C[C@H](CC(=O)NCc3cccc4ccccc34)C(=O)N(CCC3=CCCCC3)C1=C[C@H](C(C)(C)C)O[C@@H]2C
-3.8	C[C@H](CO)N1C[C@H](C)[C@H](CN(C)Cc2cccc(F)c2)Oc2ncc(C3=CCCC3)cc2C1=O
-9.4	COc1cc(Nc2ncc3c(n2)CCN(C(=O)Nc2ccc(C(C)C)cc2)C3)cc(OC)c1OC
88.6*	COc1ccc(-c2coc3c(C(=O)NCc4ccc(OC)c(OC)c4)cccc23)c(C)c1
-5.1	CCCCCCCCN1C(=O)[C@@H](CC(=O)NCc2cccs2)C[C@@]2(C(=O)OC)C1=C[C@H](C(C)(C)C)O[C@@H]2C
-5.1	COC(=O)Cc1nnn2c1[C@H](C)[C@@H](OC)c1cc(Br)ccc1-2
-2.0	COc1ccc(NC(=O)C2Cc3c(-c4ccccc4Oc4ccccc4)ccnc3O2)cc1 (centres undefined)
-3.7	CCCCc1c(-c2ccccc2)ncn1CCc1ccccc1OC

Part of the list above in order of heavy-atom count, smallest number first.
GalR3 antagonist	SMILES
-6.8	O=C1Nc2ccccc2C1=NN=Cc1ccco1
-2.5	O=C(OCc1ccccc1)N1Cc2ccnnc2CC1c1ccccc1Br (centres undefined)
1.8	O=C(OCc1ccccc1)N1CCC2CC1c1ccc(/C=C/CCCCl)cc12 (centres undefined)
0.9	N#Cc1ccc(C(=O)N2CCCCC2c2cc(C(=O)Nc3ccc4c(c3)OCO4)no2)cc1 (centres undefined)
